RBBP9 inh: inhibitors of human serine hydrolase RBBP9; recombinant RBBP9, FP-Rh probe fluorescence polarization; O75884; hit rate 0.2% among 220,000; inhibition, % at 7.94 µM;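 active means inhibition above the campaign mean of all tested compounds plus 3 SD, cut at about 14% in these data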;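 further: plate controls were DMSO wells with RBBP9 for no effect and wells lacking RBBP9 protein for full effect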
Target sequence (O75884 whole entry, looked up): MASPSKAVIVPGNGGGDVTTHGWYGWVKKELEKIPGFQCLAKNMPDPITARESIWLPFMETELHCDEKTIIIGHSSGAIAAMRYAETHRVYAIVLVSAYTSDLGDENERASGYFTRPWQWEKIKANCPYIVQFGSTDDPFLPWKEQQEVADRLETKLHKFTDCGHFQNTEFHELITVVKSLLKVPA
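Test system – recombinant human RBBP9 · Input – RBBP9 2.5 µM in dispensing solution, pre-mixing · Medium – Tris buffer pH 8.0, NaCl, Pluronic · Schedule – preincubation 30 min plus labeling 45 min at 25 °C · Measured by – fluorescence polarization · Measure – % inhibition · Controls – DMSO and no-protein wells · Replicates – one well per compound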
p97 ATPase inh: human p97 ATPase inhibition | recombinant p97 ATPase, Kinase-Glo ATP luminescence, 3 h | inhibition, % at 8 µM | hit rate 0.42% among 220,000 | P55072; in the data active means inhibition above about 15%;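 further: 0% = DMSO vehicle and 100% = wells lacking enzyme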
NPY-Y1 antag: antagonists of human neuropeptide Y receptor Y1. P25929. HEK293-CNG Y1 cells, membrane potential fluorescence; NPY at EC95, then isoproterenol. inhibition, % at 3.6 µM. hit rate 1% among 200,000. AID 1040;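 active means inhibition above the campaign mean inhibition of all tested compounds plus 3 SD, cut at about 20% in these data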;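 further: 0% = DMSO wells given NPY plus isoproterenol and 100% = isoproterenol alone without NPY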
Target sequence (P25929 whole entry, looked up): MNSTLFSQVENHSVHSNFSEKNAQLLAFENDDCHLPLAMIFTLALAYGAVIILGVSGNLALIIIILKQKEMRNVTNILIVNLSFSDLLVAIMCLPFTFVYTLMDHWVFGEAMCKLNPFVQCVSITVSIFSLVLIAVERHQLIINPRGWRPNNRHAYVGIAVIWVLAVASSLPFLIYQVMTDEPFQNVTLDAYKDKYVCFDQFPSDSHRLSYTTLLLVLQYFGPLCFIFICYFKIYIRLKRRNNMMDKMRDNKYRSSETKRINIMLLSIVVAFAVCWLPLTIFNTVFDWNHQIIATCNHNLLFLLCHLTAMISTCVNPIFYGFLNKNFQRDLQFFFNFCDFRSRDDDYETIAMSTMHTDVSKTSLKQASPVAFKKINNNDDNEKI
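Test system: HEK293 cells co-expressing NPY Y1 receptor and cyclic-nucleotide gated channel; Also added: NPY (25 nM), isoproterenol (1 µM), Ro 20-1724 (25 µM); Compound dosing: one concentration, 3.6 µM, in 0.4% DMSO; Timing: dye 3 h, compound 60 min room temperature, stimulation 45 min; Technique: Membrane-potential fluorescent dye readout.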
Hck Nef HTS: human Hck-Nef kinase inhibition; hit rate 0.68% among 220,000; P08631; Recombinant Hck-YEEI plus Nef, Z-Lyte FRET kinase assay; AID 463187; inhibition, % at 20 µM;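 active means Hck-Nef kinase inhibition above about 50%, limit read from the data; inactive means inhibition below that limit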;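 further: 0% = DMSO with Hck plus Nef and 100% = Hck alone without Nef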
Runt-CBFb FRET: inhibitors of human RUNX1 Runt domain binding to CBFb | hit rate 0.46% among 220,000 | Q01196+Q13951 | Cerulean-Runt/Venus-CBFb FRET ratio 530/480, 1 h | inhibition, % at 20 µM;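 active means inhibition over about 50% at 20 µM in the single-dose screen, limit read from the data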;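 further: 0% = DMSO wells and 100% = excess unlabeled CBFb competitor control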
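Doses: 20 µM compound in 1% DMSO | Material: Cerulean-labeled Runt domain protein | Amount: Each fluorescent fusion protein 100 nM | Schedule: Two 1 h room-temperature incubations shielded from light | Measured by: FRET fluorescence | Evaluation: Loss of energy transfer signal | Controls: Unlabeled CBFb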
NPY-Y2 PAM-ag: potentiates or activates human NPY-Y2 receptor; cells expressing NPY-Y2, potentiator/agonist read-out; activation, % at 3.6 µM; hit rate 0.45% among 220,000; AID 1359; P49146; in the data active means activation above about 27%;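 further: cells stimulated with NPY near EC25 plus isoproterenol at EC100; 0% = vehicle plus submaximal agonist and 100% = vehicle plus saturating agonist; some results beyond the cut were filed as inactive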
Target sequence (P49146 whole entry, looked up): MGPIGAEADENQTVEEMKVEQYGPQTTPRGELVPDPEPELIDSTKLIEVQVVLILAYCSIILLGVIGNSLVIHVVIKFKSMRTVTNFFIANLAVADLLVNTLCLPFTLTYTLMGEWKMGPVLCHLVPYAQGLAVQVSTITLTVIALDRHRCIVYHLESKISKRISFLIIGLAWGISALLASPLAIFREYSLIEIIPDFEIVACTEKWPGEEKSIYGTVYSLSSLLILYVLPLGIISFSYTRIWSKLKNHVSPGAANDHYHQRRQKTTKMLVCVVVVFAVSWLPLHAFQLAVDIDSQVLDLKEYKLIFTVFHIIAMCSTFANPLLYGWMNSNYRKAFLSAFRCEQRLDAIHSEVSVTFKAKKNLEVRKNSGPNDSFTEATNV
Mdm2 ligase inh: blocks human Mdm2 ubiquitin ligase activity; Q00987; cell-based MDM2 ubiquitination luciferase reporter, 2 h; 0 = plate control, 100 = twice control, blank-subtracted; signal enhancement, % at 5 µM; hit rate 0.11% among 210,000;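 active means signal enhancement of 30% or more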;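 further: luminescence tracks abundance of the self-degrading MDM2-luciferase fusion protein; higher signal means inhibition of MDM2 E3 ligase activity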
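Test system: mammalian cells stably expressing self-ubiquitinating, self-degrading MDM2 E3–luciferase fusion; Amount: 2000 cells in each well; Medium: DMEM; Schedule: 4 h settle plus 2 h compound, 37 °C; Technique: SteadyLite luciferase luminescence after 15 min room-temperature reagent incubation; Benchmarks: plate control and blank wells.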
NPY-Y1 PAM-ag: potentiates or activates human NPY-Y1 receptor | hit rate 0.37% among 220,000 | activation, % at 3.6 µM | AID 1304 | NPY-Y1 expressing cells, potentiator/agonist activation; in the data active means activation above about 33%, passing the limit was not always enough;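 further: cells stimulated with NPY at EC10 then isoproterenol at EC100; 0% = low agonist plus stimulus and 100% = saturating agonist plus stimulus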
Runt-SMMHC FRET: blocks binding of human RUNX1 Runt domain to CBFb-SMMHC; Cerulean-Runt/Venus-CBFb-SMMHC FRET ratio 530/480, 1 h; inhibition, % at 20 µM; hit rate 0.74% among 220,000; AID 1434;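 active means mean inhibition across duplicate retests at 20 µM reaching about 50%, limit read from the data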;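 further: 0% = DMSO wells and 100% = wells with excess untagged CBFb-SMMHC; inhibitors lower the FRET ratio by blocking Runt binding to CBFb-SMMHC; some results filed as inactive read as strong as hits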
Numbers without * were called inactive; nt = not tested or not shown.

SMILES	RBBP9 inh	p97 ATPase inh	NPY-Y1 antag	Hck Nef HTS	Runt-CBFb FRET	NPY-Y2 PAM-ag	Mdm2 ligase inh	NPY-Y1 PAM-ag	Runt-SMMHC FRET
Cc1nc(C)c(C(=O)N2CCCC(CCC(=O)NCc3ccc(F)c(F)c3)C2)s1 (configuration not stated)	1.4	1.2	-2.1	-4.2	-0.8	-3.6	2.9	1.3	-0.4
CC(=O)Nn1cnc2c(c1=O)C1(CCCC1)Cc1ccccc1-2	-2.5	-1.4	0.8	-11.7	-0.2	-1.0	13.8	-13.6	3.3
Cc1cc(C(F)(F)F)nn1Cc1n[nH]c(=S)n1-c1ccc(F)cc1	12.3	5.8	-0.2	0.7	2.4	12.2	-4.5	12.5	9.7
CCCC1=NN(C(=O)Cc2ccc([N+](=O)[O-])cc2)C(O)(C(F)(F)F)C1 (configuration not stated)	1.0	3.4	2.8	-3.8	-1.2	19.7	-47.3	13.9	-1.5
CCOC(=O)CC(=O)Nc1ccc(C)cc1	8.6	-0.1	3.0	-2.4	4.7	-0.4	-28.8	16.5	-0.5
CCc1nc2sc3c(c2c(=O)n1N)CCC3	-7.7	5.7	-4.4	2.0	-2.1	2.9	-10.4	-7.9	3.1
O=C(CN1C(=O)/C(=C\c2ccc(F)cc2)Oc2ccccc21)N1CCN(c2ccccn2)CC1	2.2	-1.6	3.7	12.9	-2.4	-4.6	-1.8	-1.2	-15.5
Cc1nn(C)cc1C(=O)NNC(=S)Nc1ccccc1	1.3	4.7	0.5	-0.4	-0.2	4.9	-0.3	12.2	2.1
Cc1ccccc1NC(=O)C1C2CC/C=C\CCC21 (configuration not stated)	-4.4	3.3	-0.8	-0.7	-1.2	-7.4	5.0	1.8	-2.6
Cc1nnc(NC(=O)c2cccc(S(=O)(=O)N3CCOCC3)c2)s1	3.9	2.9	0.8	0.2	0.1	0.6	-19.2	-30.4	2.9
O=C(c1nc2ccccn2c1CNCCCn1cccn1)N1CCCC1	-2.2	3.5	5.2	8.9	-0.3	9.8	-19.7	13.0	3.0
COc1cc(CNc2ccc3c(c2)OCCO3)ccc1OCC(N)=O	-4.0	4.0	-4.6	18.7	nt	-7.0	-18.4	7.8	nt
Cc1cccc2nc(-c3cccnc3)c(Nc3ccccc3)n12	-2.7	-2.6	-5.3	8.1	-1.2	13.4	6.8	14.5	-5.5
O=c1c2c3c(sc2ncn1/N=C/c1cccnc1)CCCC3	-3.3	2.8	0.2	25.1	0.3	-5.8	1.1	12.6	-3.3
Cc1cc2ncn(S(=O)(=O)N3CCCCC3)c2cc1C	-12.5	1.7	5.9	0.2	-0.1	14.4	-12.0	3.9	3.7
Cc1cc(C)nc(SCc2nnc(SCC#N)n2-c2cccc(Cl)c2)n1	-7.6	3.0	-1.0	0.0	-1.2	13.4	-4.1	-15.1	-2.1
O=C(COC(=O)[C@H](Cc1ccccc1)NC(=O)c1cccs1)NC1CC1	3.6	2.6	1.1	3.2	-1.4	-10.7	-15.4	-12.0	1.7
Cc1ccc(-n2c(SCC(=O)N/N=C/c3ccccc3C(=O)O)nnc2-c2ccccc2)cc1	-1.4	6.5	nt	5.7	-0.3	-1.0	-3.5	35.1	-9.4
COc1ccc(N(C(C)C(=O)N/N=C/c2ccc(OC(C)C)cc2)S(C)(=O)=O)cc1 (configuration not stated)	-8.7	-6.6	-0.4	-0.5	-2.6	-7.9	2.0	-2.9	-3.5
O=C(CSc1nnc(CNC(=O)C23CC4CC(CC(C4)C2)C3)n1-c1ccc(F)cc1)Nc1ccccc1	-7.6	0.9	4.5	0.8	-2.0	-7.7	-12.8	-1.3	-0.7
COCCNC(=O)C(NC(=O)C1CCCCC1)C(C)C (configuration not stated)	-3.8	1.3	-0.2	23.5	-0.1	3.1	6.7	-11.1	1.8
CCOC(=O)c1c(-c2ccccc2)nc2ccccn12	-3.8	-4.5	-1.4	0.7	-1.9	-0.5	-16.3	7.0	0.6
O=C(CCCSc1ccccc1)Nc1nc(-c2ccccn2)cs1	-4.8	-6.0	6.5	-0.1	5.4	-11.4	-12.2	-23.1	7.2
Nc1c(C(=O)c2ccccc2)oc2ccc(Br)cc12	-6.1	3.4	0.0	15.7	6.6	2.1	-15.9	21.0	18.6
O=C(O)CCCCCNC(=O)c1cccc(Br)c1	-8.1	-1.4	4.4	0.0	-0.3	-13.8	-1.3	-5.5	-0.7
Cc1cc(C)c(C#N)c(SCC(=O)Nc2ccc3c(c2)OCO3)n1	-9.8	3.9	1.6	0.9	-0.4	-11.6	0.3	-8.7	-0.8
O=C(O)C1CSC2(c3ccc(Br)cc3)CCC(=O)N12 (configuration not stated)	-0.5	1.4	1.9	-2.5	-52.8	-2.5	-13.3	-1.1	1.0
CC(=O)C1=C(C)NC(=O)NC1c1ccccc1 (configuration not stated)	4.2	-1.0	-3.8	0.9	-2.0	-12.2	-16.2	-12.7	-9.4
CC1(C)Cc2ccccc2-c2nnc(SCC(=O)Nc3ccc4c(c3)OCO4)n21	-2.9	-0.5	-0.3	-0.6	1.6	9.6	0.5	-1.1	-0.5
COC(=O)c1cc(F)c(-n2cncn2)c(F)c1	-9.8	-3.1	-2.8	2.2	-1.3	0.5	-57.9	10.8	-1.4

Record cards, from the list above. Screens in order: RBBP9 inh | p97 ATPase inh | NPY-Y1 antag | Hck Nef HTS | Runt-CBFb FRET | NPY-Y2 PAM-ag | Mdm2 ligase inh | NPY-Y1 PAM-ag | Runt-SMMHC FRET
Cc1ccc(-n2c(SCC(=O)N/N=C/c3ccccc3C(=O)O)nnc2-c2ccccc2)cc1 is entered as -1.4 | 6.5 | nt | 5.7 | -0.3 | -1.0 | -3.5 | 35.1 | -9.4
CCOC(=O)c1c(-c2ccccc2)nc2ccccn12 is entered as -3.8 | -4.5 | -1.4 | 0.7 | -1.9 | -0.5 | -16.3 | 7.0 | 0.6
COCCNC(=O)C(NC(=O)C1CCCCC1)C(C)C (configuration not stated) is entered as -3.8 | 1.3 | -0.2 | 23.5 | -0.1 | 3.1 | 6.7 | -11.1 | 1.8

Later entries:
SMILES	RBBP9 inh	p97 ATPase inh	NPY-Y1 antag	Hck Nef HTS	Runt-CBFb FRET	NPY-Y2 PAM-ag	Mdm2 ligase inh	NPY-Y1 PAM-ag	Runt-SMMHC FRET
CCC(O)c1c(-c2ccccc2)nn(C)c1Cl (configuration not stated)	-7.3	6.5	0.6	13.9	0.2	8.5	-3.4	9.0	-2.9
Cc1nc2c(C)cccn2c1/C(O)=C1\C(=O)C(=O)N(CCN2CCOCC2)C1c1cccs1 (configuration not stated)	-3.9	-2.8	-0.5	-1.8	1.2	-22.8	-22.8	-9.7	2.7
COC(=O)c1ncccc1SC	0.1	-2.8	1.3	-2.5	-1.7	-6.1	-17.7	-8.3	5.8
COc1ccc(N=C/C=C2\C=C(c3ccccc3)OC(C)(C)O2)cc1	-7.2	-0.3	-7.0	5.3	-2.4	0.9	-8.7	-3.8	-8.1
CCCN(CCC)C(=O)Cn1c(=O)c2sccc2n2c(=S)sc(-c3ccccc3)c12	-2.6	3.9	-1.2	19.5	-0.1	-1.4	-0.4	15.4	-12.0
CCOC(=O)c1nc2ccccc2c(=O)[nH]1	-7.0	-5.4	nt	-8.9	3.6	-16.4	-2.2	-19.6	0.6
Cc1ccc(C(=O)NC2(C(Cl)Cl)N=C(c3ccccc3)N=C2N)cc1 (configuration not stated)	-3.8	3.6	3.3	20.1	1.5	-3.2	-1.9	-2.4	-4.8
CC(=O)/C(=N/Nc1ccccc1C)N1CCOCC1	-6.3	1.8	-0.5	1.2	-0.3	-2.0	-0.4	3.7	5.2
COc1ccc(NC(=O)CN2C(=O)c3cccc4cccc2c34)c(OC)c1	0.1	-1.8	-8.6	1.4	nt	-2.1	1.8	-0.1	-46.9
CCOc1cc(/C=C2/NC(=O)NC2=O)cc([N+](=O)[O-])c1O	2.9	1.7	1.8	27.3	0.9	6.6	-13.4	-2.7	-4.3
CC(=O)Nc1ccc(C(=O)Nc2ccc(S(=O)(=O)NCC3CCCO3)cc2)cc1 (configuration not stated)	1.7	3.0	3.2	2.5	-0.3	0.2	-10.5	9.8	4.1
CCCSc1nc2c(cnn2-c2ccc(Cl)cc2)c(=O)[nH]1	-3.4	-0.5	4.1	6.4	-1.1	15.7	-9.5	2.0	-0.8
O=C(COc1ccc(Br)cc1CO)Nc1ccc(F)cc1	-7.4	-0.1	-1.3	0.3	-0.7	-0.5	-0.4	-4.0	-1.1
O=C1CC(c2ccco2)c2ccc3ccccc3c2N1 (configuration not stated)	-0.4	7.4	-7.9	0.9	6.0	-2.1	-13.0	-8.2	6.4
CCCS(=O)(=O)N1CCN=C1SCc1cccc2ccccc12	-2.3	0.1	9.5	21.1	0.0	-17.3	27.7	-9.5	-3.9
Cc1cc2c(ncn2C(C)C)c(N)c1C	4.4	2.0	-5.4	-0.4	0.7	6.0	-2.3	-5.7	3.7
Cc1cc(NC(=O)CCN2C(=O)/C(=C/c3ccccc3Cl)SC2=S)no1	3.9	7.2	-4.5	5.3	0.2	1.2	-10.5	9.2	-1.3
Cc1ccc2c(C)nc(/N=C(\N)NC(=O)N3c4ccccc4Sc4ccccc43)nc2c1	2.8	2.7	0.6	3.8	1.3	3.2	4.7	10.5	-2.9
Clc1ccc(OCc2nc(-c3ccc(Br)o3)no2)cc1	-7.0	-4.9	6.4	0.0	-0.9	-5.4	-0.2	-9.5	1.4
COc1cccc(C2CC(=O)NC(SC)=C2C#N)c1 (configuration not stated)	-7.2	-2.5	0.5	0.6	1.1	1.0	-9.4	-3.3	-1.3
Cc1ccc2oc(=O)c3cnn(CC(=O)NCCc4ccsc4)c3c2c1	-3.2	5.9	2.6	6.4	-1.6	-4.2	-5.6	-3.1	-2.7
CCCCC1(Cc2ccc([N+](=O)[O-])cc2)C(=O)N(c2ccccc2)N(c2ccccc2)C1=O	-8.7	-0.2	16.4	-0.6	-1.6	-2.2	-11.1	-0.1	3.1
O=C(Nc1ccc(-c2nnc3n2CCCCC3)cc1)c1cnccn1	-10.1	1.7	-2.1	0.9	0.9	7.3	-6.0	8.4	2.8

Individual results from the list.
In Mdm2 ligase inh, CCCCC1(Cc2ccc([N+](=O)[O-])cc2)C(=O)N(c2ccccc2)N(c2ccccc2)C1=O shows -11.1
In NPY-Y2 PAM-ag, Cc1ccc2oc(=O)c3cnn(CC(=O)NCCc4ccsc4)c3c2c1 shows -4.2

Assay outcomes (PubChem BioAssay)
